Screening data: PubChem BioAssay, several laboratories
TDP2 absorb – blocks human TDP2 phosphodiesterase activity. recombinant TDP2, T5PNP hydrolysis, p-nitrophenol absorbance 415 nm. inhibition, % at 12.8 µM. 370,000 compounds, 0.34% hits;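 active means inhibition above the mean of all tested compounds plus 3 SD, set per campaign, cut at about 25% in these data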;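 further: 0% = DMSO with enzyme and 100% = buffer with substrate but no TDP2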
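Incubation: 2 h at 37 °C; Test system: recombinant human TDP2; Quantity: enzyme 120 nM; Read-out basis: percent inhibition; Medium: 50 mM Tris-HCl pH 7.5 with Mg2+, KCl, DTT, BSA; Repeats: single replicate; Compound: 12.8 µM single point, 1% DMSO; Signal: epi absorbance; Reagent: 5 mM T5PNP chromogenic substrate; Benchmarks: no-enzyme high, DMSO-plus-enzyme low.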
HTRA1 inh – HTRA1 (human) protease inhibition. recombinant HTRA1, FP-rhodamine activity-based probe, fluorescence polarization. 340,000 compounds, 0.5% hits. Q92743. inhibition, % at 5.96 µM; in the data active means inhibition above about 36%;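 further: 0% = enzyme with DMSO and 100% = wells lacking enzyme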
PG9 Ab binder – PG9 antibody binding by small molecule; AID 624416; 360,000 compounds, 0.43% hits; inhibition, % at 6.7 µM; TR-FRET gp120-PG9 antibody binding; in the data active means inhibition above about 8.5%
rCAG RNA binder – binds r(CAG) RNA repeats; AID 651821; r(CAG) RNA repeat, TO-PRO-1 dye displacement fluorescence; 370,000 compounds, 1.3% hits; inhibition, % at 3 µM;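 active means inhibition above the plate cutoff, the mean of all test compounds on that plate plus 3 SD, cut at about 35% in these data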;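 further: 0% = DMSO alone and 100% = 100 µM mitoxantrone as full dye displacement; higher means more dye released from RNA so lower well fluorescence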
LEDGF integ inh – blocks HIV-1 LEDGF/p75-dependent DNA integration | TR-FRET IN-LEDGF/p75 DNA integration, Eu/Cy5 | inhibition, % at 3.7 µM | 370,000 compounds, 0.64% hits | AID 743269;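 active means inhibition above the screen-wide mean plus 3 SD, cut at about 13% in these data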;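 further: signal is the Cy5 over europium emission ratio at 671 and 618 nm; 0% = plate median of compound wells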
NR1D1 modulator – Rev-erb alpha (human) modulation; P20393; Rev-erbα–FITC-DNA binding, fluorescence polarization, 90 min; activity, % at 10 µM; 370,000 compounds, 0.79% hits;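 active means activity above about 14%, limit read from the data; passing the limit was not always enough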;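 further: 0% = DMSO wells with 35 nM protein and 100% = DMSO wells with 750 nM protein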
PRMT1 FP inh – PRMT1 (human) inhibition, primary screen; 370,000 compounds, 1.3% hits; AID 652257; inhibition, % at 2.79 µM; recombinant PRMT1, activity-based probe fluorescence polarization;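 active means inhibition above about 21% made by adding two undisclosed values, limit read from the data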
Target sequence (Q99873 whole entry, looked up): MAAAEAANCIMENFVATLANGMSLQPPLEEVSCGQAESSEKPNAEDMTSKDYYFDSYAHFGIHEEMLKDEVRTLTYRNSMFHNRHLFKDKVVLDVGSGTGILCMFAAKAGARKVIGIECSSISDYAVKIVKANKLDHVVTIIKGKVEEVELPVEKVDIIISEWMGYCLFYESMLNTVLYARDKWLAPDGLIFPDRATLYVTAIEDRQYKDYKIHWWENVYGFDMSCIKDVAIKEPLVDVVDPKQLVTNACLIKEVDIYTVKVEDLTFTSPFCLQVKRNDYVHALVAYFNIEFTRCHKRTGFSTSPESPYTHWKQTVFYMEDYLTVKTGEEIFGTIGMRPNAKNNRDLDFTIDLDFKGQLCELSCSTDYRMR
ABHD4 inh – inhibits mouse alpha/beta hydrolase domain 4; Q8VD66; purified mABHD4, FP-Rh probe fluorescence polarization; inhibition, % at 8.92 µM; 370,000 compounds, 0.54% hits;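 active means inhibition exceeding the mean over every tested compound plus 3 SD, cut at about 30% in these data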;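 further: 0% = plate median of compound wells and 100% = S159A mutant with DMSO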
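System: mouse ABHD4 enzyme, wild type / Medium: HEPES pH 7.0, NaCl, Pluronic buffer / Reagent: FP-Rh activity-based fluorescent probe / Control set: S159A mutant high control, sample median low control / Detection: fluorescence polarization with parallel and perpendicular emission, 525/598 nm / Schedule: 45 min + 60 min at 25 °C / Compound dosing: 8.92 µM, single dose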
TCR CD3 inh – blocks the human TCR-CD3 interaction | 360,000 compounds, 0.37% hits | inhibition, % at 9.4 µM | AID 651800 | TAMRA-labeled TCR probe fluorescence, biochemical; in the data active means inhibition above about 19%;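 further: recombinant mutant TCR 2C K166C tagged with TAMRA read by polarization; 0% = receptor in buffer alone and 100% = receptor with positive control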
SIAE primary – inhibitors of human sialic acid acetylesterase SIAE. inhibition, % at 9.66 µM. SIAE FP-Rh probe binding, fluorescence polarization. 370,000 compounds, 0.69% hits;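 active means inhibition above a cutoff: mean of compounds within the control limits plus 3 SD of those, cut at about 17% in these data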;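 further: 0% = plate median of compound wells and 100% = probe without SIAE protein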
Target sequence (Q9HAT2 whole entry, looked up): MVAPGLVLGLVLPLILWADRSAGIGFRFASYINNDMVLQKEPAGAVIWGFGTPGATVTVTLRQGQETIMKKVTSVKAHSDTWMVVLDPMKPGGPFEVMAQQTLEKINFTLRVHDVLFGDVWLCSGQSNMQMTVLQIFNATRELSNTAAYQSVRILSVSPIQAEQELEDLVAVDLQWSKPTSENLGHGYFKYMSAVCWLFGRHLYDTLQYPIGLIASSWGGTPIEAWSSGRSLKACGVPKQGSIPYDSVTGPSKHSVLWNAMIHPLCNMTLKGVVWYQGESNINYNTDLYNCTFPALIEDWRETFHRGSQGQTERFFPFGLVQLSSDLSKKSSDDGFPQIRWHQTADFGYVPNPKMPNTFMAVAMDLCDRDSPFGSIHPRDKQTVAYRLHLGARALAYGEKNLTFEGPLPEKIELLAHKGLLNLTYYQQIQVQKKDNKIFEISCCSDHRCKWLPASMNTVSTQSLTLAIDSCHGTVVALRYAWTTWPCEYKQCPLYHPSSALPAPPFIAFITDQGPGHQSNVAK
An asterisk follows results filed as active; x = not tested or not shown.

Value order: TDP2 absorb	HTRA1 inh	PG9 Ab binder	rCAG RNA binder	LEDGF integ inh	NR1D1 modulator	PRMT1 FP inh	ABHD4 inh	TCR CD3 inh	SIAE primary
> CC1CN(C(=O)c2ccccc2C(=O)c2ncc[nH]2)CC(C)O1 (configuration not stated)
  -1	3	1.4	-2	0	-2	2	6	-3	0
> CC(C)c1ccc(NC(=O)CSc2nc(=O)[nH]c3c2CCCC3)cc1
  2	-10	0.0	-2	-3	6	-2	0	7	-3
> NC(=O)c1ccc(NS(=O)(=O)c2ccc(S(=O)(=O)N3CCCC3)cc2)cc1
  5	9	-0.1	2	-1	-1	0	3	-3	5
> CCCCCC(=O)Nc1nc(C)c(-c2csc(Nc3cc(Cl)ccc3OC)n2)s1
  1	-13	-0.1	39*	0	-2	1	18	-5	8
> COc1cc(OC)cc(-c2nnc(SCC(=O)N3CCCc4ccccc43)o2)c1
  -2	-10	-0.9	0	-1	-2	5	-13	-3	0
> CCN(CC)S(=O)(=O)c1ccc2c(c1)nc(SCC(=O)NC1CC1)n2-c1ccccc1OC
  -7	1	-0.9	0	-1	9	-2	-4	0	-4
> COC(=O)c1cc(C(=O)N2CCN(c3cccc(Cl)c3)CC2)cc([N+](=O)[O-])c1
  2	2	-0.7	-3	3	-2	2	-4	7	0
> COc1ccc(NC(=O)C(=O)NCCO)cc1Cl
  -6	3	1.0	0	4	0	-3	-12	11	-3
> O=C(Cn1cnc2ccccc2c1=O)c1c[nH]c2ccccc12
  4	-8	1.1	2	3	-5	-2	-6	3	-3
> CC(C)(C)OC(=O)[C@H](Cc1ccccc1)NC(=O)c1nc[nH]c1C(=O)N1CCN(c2ccccc2)CC1
  -4	-3	-2.7	-9	1	0	2	-4	1	-3
> COc1ccc2nc(SCCC(=O)O)cc(C)c2c1
  -5	1	4.8	-1	-4	-6	4	11	-1	-3
> O=C(NCc1ccco1)c1ccccc1F
  -6	2	2.7	8	6	6	6	5	3	4
> CC(C)CCN(Cc1ccco1)S(=O)(=O)c1ccc(-c2ccc(=O)[nH]n2)s1
  -2	-11	-1.2	5	-3	1	3	-7	-5	-6
> COc1ccc(N=C(C)C2=C(O)CSC2=O)cc1
  10	4	-1.7	7	-1	9	3	13	3	10
> CCCCCCCCN1C(=O)[C@H](CC(=O)NCCCOC)C[C@@]2(C(=O)OC)CC(C)(C)CC=C12
  -7	x	-1.0	3	4	3	3	-2	-5	6
> O=C(N=C1SC2CS(=O)(=O)CC2N1c1ccc(F)cc1F)C1CC1 (configuration not stated)
  17	4	-1.4	3	1	5	4	7	4	0
> O=C(O)c1cccc(N/N=C/c2cccc3ccccc23)c1
  9	2	-2.5	12	-1	-3	2	10	8	4
> O=C(Cn1cncn1)N/N=C/c1cccc(Cl)c1
  -12	1	-3.2	-2	3	3	-5	-2	5	-3
> C[C@H]1CN([C@@H](C)CO)C(=O)c2cc(NC(=O)NC3CCCCC3)ccc2O[C@H]1CN(C)C(=O)Nc1ccc(C(F)(F)F)cc1
  -4	-18	-0.7	2	0	6	-2	-15	2	-5
> O=C(NCc1ccc(F)cc1)c1cc(-c2ccco2)on1
  5	-14	-0.3	-2	0	-4	-1	-10	2	-2
> N#C/C(=C\c1ccccc1)C(=O)OCC(=O)N1CCCC1
  2	2	1.9	1	-1	-1	1	-1	10	-3
> COc1cccc(C2C(C#N)=C(N)SC(c3ccccc3)C2[N+](=O)[O-])c1 (configuration not stated)
  0	-19	-1.6	-2	5	6	-2	-20	1	0
> CC(=O)c1ccc(NC(=S)NC(=O)c2c(Cl)c(C)nn2C)cc1
  -4	-3	0.2	-5	4	-6	-2	4	0	-2
> COC(=O)C(C)(C)ONC(=O)Nc1ccccc1Br
  5	8	0.4	0	0	7	2	6	-1	5
> O=C1CSC(=Nc2ccc(Cl)cc2)N1Cc1ccco1
  -3	2	-1.6	-5	-4	3	6	-1	-2	-1
> N/C(Cc1ccc([N+](=O)[O-])cc1)=N\OC(=O)Cc1ccccc1
  2	3	-1.9	-1	-2	3	-1	5	4	2
> O=C(NCCCSc1ccccc1)c1cc(Br)ccc1O
  -4	-23	-1.0	10	2	-5	-2	-21	-2	-9
> CN(CCc1ccccn1)C(=O)c1cc(COc2ccc(F)cc2F)on1
  -4	9	-1.0	-5	2	0	-1	-1	7	-1
> Cn1c(=O)c2c(n(C)c1=O)=NC1(CCCCC1)ON=2
  4	2	-0.6	-5	3	2	0	3	-4	-2
> Cc1ccc(-n2cc(CN(C)Cc3nccn3C)c(-c3ccc(F)cc3)n2)cc1
  7	-18	-1.3	-7	8	3	-3	-1	3	6

Three compounds from above, sorted by length of the SMILES, lowest first:
Value order: TDP2 absorb	HTRA1 inh	PG9 Ab binder	rCAG RNA binder	LEDGF integ inh	NR1D1 modulator	PRMT1 FP inh	ABHD4 inh	TCR CD3 inh	SIAE primary
> O=C(NCc1ccc(F)cc1)c1cc(-c2ccco2)on1
  5	-14	-0.3	-2	0	-4	-1	-10	2	-2
> CN(CCc1ccccn1)C(=O)c1cc(COc2ccc(F)cc2F)on1
  -4	9	-1.0	-5	2	0	-1	-1	7	-1
> O=C(N=C1SC2CS(=O)(=O)CC2N1c1ccc(F)cc1F)C1CC1 (configuration not stated)
  17	4	-1.4	3	1	5	4	7	4	0

New compounds follow:
Value order: TDP2 absorb	HTRA1 inh	PG9 Ab binder	rCAG RNA binder	LEDGF integ inh	NR1D1 modulator	PRMT1 FP inh	ABHD4 inh	TCR CD3 inh	SIAE primary
> O=C(NC12CC3CC(CC(C3)C1)C2)c1cc(F)c(F)cc1Cl
  2	-6	-0.8	-4	-2	-5	-2	-11	8	-1
> Cc1noc(C)c1COC(=O)CCc1nc2ccccc2s1
  7	10	-0.9	-1	-1	1	-1	5	9	-1
> Cc1nc(NC(=O)c2ccco2)sc1C(=O)O
  2	1	-1.0	4	-2	2	9	-5	-3	0
> CC1CCN(S(=O)(=O)c2ccc(S(=O)(=O)NCc3ccccc3)cc2)CC1
  -9	6	-0.2	0	-2	-6	-4	-1	1	-15
> O=C1CCC2(CCC(c3ccc(Cl)cc3)CC2)N1CCO (configuration not stated)
  1	x	x	0	-1	4	-4	3	x	7
> Cc1ccc([N+](=O)[O-])cc1NC(=O)c1ccccc1
  -8	1	-3.4	-3	-3	0	-3	0	-3	1
> COc1ccccc1N=Nc1c(C)noc1C
  3	12	-1.2	-2	-3	-6	1	6	-1	2
> Cc1cc(C(F)(F)F)c(C#N)c(SCC(=O)NC2CC2)n1
  7	1	4.5	0	1	-5	-2	-1	6	3
> Cc1nn(-c2ccccc2)c2sc(C(=O)N(CC(=O)NC(C)(C)C)Cc3ccco3)cc12
  -6	-30	-1.4	1	2	-2	-2	-6	6	2
> COC(=O)[C@H](CC(C)C)N(CCc1cn(Cc2ccccc2)nn1)S(=O)(=O)c1ccccc1Br
  0	x	x	2	1	2	2	3	x	-2
> Cc1ccsc1/C=C1/SC(=O)N(CC(=O)N2CCCC2)C1=O
  6	-2	-4.6	0	-4	4	-1	-3	9	1
> COc1ccc(S(=O)(=O)NCc2csc(-c3cccnc3)n2)cc1
  7	3	0.5	2	-1	0	2	4	1	-4
> Cc1cc(C)c(S(=O)(=O)NCc2ccc3c(c2)cc(C)n3C)c(C)c1
  -1	60*	-1.1	13	-1	-6	14	55*	71*	39*
> Cc1cc([N+](=O)[O-])nn1CC(=O)N1CCN(Cc2ccccc2)CC1
  -3	4	-2.1	-2	1	2	-2	-1	0	0
> Cc1ccc(S(=O)(=O)N(CC(=O)N2CCN(c3ccccc3F)CC2)C2CCCCC2)cc1
  2	-24	0.1	-2	2	-3	2	3	-2	4
> CC(=O)OC1(C(C)=O)CCC2C3CC4OC45CC(O)CCC5(C)C3CCC21C (configuration not stated)
  0	7	-0.2	-3	4	-4	-4	1	2	3
> COc1ccc(C=NCCC2(O)CC(C)N(C)CC2C)cc1 (configuration not stated)
  2	3	1.5	-2	1	-4	1	1	3	0
> Cc1c(NC(=O)COC(=O)Cn2cc(C(F)(F)F)ccc2=O)cccc1[N+](=O)[O-]
  5	11	-2.4	2	1	1	2	3	4	8
> O=C(CSc1nnc(Cc2cccs2)n1Cc1ccco1)Nc1ccc(Br)cc1
  0	-36	1.7	4	0	5	9	-8	-5	-2
> CSCCC(=O)N1CCN(CC(=O)N2CCCC2)CC1
  1	-5	-1.1	4	0	-9	-1	4	5	4
> OC[C@@H](O)C(O)[C@@H](O)CO (some centres not stated)
  7	x	-0.8	3	0	-4	21	7	47*	-2
> Cc1ccc(/C=N/NC(=O)C2CC(=O)N(c3ccccc3)C2)s1 (configuration not stated)
  -4	4	-0.2	0	1	1	-4	4	13	-1
> CCN(CC)CCn1c2ccccc2c2n[nH]c(=S)nc21
  2	10	-2.2	-5	-4	-4	85*	-5	4	3
> CCCNCC1C(Oc2ccc(Cl)cc2Cl)C(=O)N1c1cccc(C)c1C (configuration not stated)
  -1	-48	-0.8	-8	1	6	0	9	4	2
> Cn1c(=O)[nH]c(=O)c2c1nc(NCCc1ccccc1)n2CC(O)COc1ccccc1 (configuration not stated)
  -4	6	-0.6	2	0	-2	2	9	3	-1
> CCn1cnc2c([N+](=O)[O-])c(NS(=O)(=O)c3ccc(C)cc3)ccc21
  -6	-3	1.3	1	-1	-4	-1	5	-5	-5
> CCCCOCCCNC(=O)C[C@H]1C[C@@]2(C(=O)OC)C(=C[C@H](C(C)C)O[C@@H]2C2CC2)N(CCC2=CCCCC2)C1=O
  -9	x	x	6	2	-4	6	-8	x	-8
> Cc1c(NC(=S)N/N=C/c2ccc(Br)cc2)c(=O)n(-c2ccccc2)n1C
  -16	-1	1.4	2	-1	-1	5	-2	-9	4
> Nc1nc(=S)c2ncn(C3CCCCC3)c2[nH]1
  6	3	-0.9	0	-2	-3	4	-2	4	3
> COc1ccc(C2/C(=C(/O)c3ccc4c(c3)CC(C)O4)C(=O)C(=O)N2CCCN2CCOCC2)cc1OC (configuration not stated)
  5	3	-1.6	9	2	-1	1	4	-4	-2
> O=C(CCc1nnc(Cc2ccc(-c3ccccc3)cc2)o1)NCCc1cccnc1
  -2	3	-1.6	-8	-1	-13	-1	2	-3	7
> COC(=O)c1ccc(C(=O)OC)c(NC(=S)N2CCN(c3ccccc3)CC2)c1
  -17	-1	-1.6	1	-1	6	-4	-2	7	2
> Cc1occc1-c1nnc(SCC(=O)N2c3ccccc3CCc3ccccc32)n1C
  -7	2	-1.0	-4	-2	4	2	7	-4	1
> Cc1cccc(NC(=O)Cc2ccc(NC3=NC4CS(=O)(=O)CC4S3)cc2)c1 (configuration not stated)
  -14	-5	0.4	7	7	0	-9	2	0	-5
> Cc1cc(C)n(CC(=O)NC2CCCc3c2cnn3-c2ccc(C)c(C)c2)n1 (configuration not stated)
  9	7	-2.8	-8	-1	5	0	1	5	-1
> O=C(Cn1cnc2ccccc2c1=O)N1CCN(c2ccccc2)CC1
  -14	2	0.1	-5	0	-11	-3	-1	4	4
> Cc1ccc(C)c(CSc2nc3[nH]ncc3c(=O)[nH]2)c1
  3	-6	0.8	4	4	1	3	-10	-3	3
> O=C(Nc1ccccc1N1CCN(c2ccccc2)CC1)c1ccccc1F
  8	-4	-0.5	0	-2	-2	-4	7	2	3

Only part of the results is shown; count on the stated rates, not on these rows.
